From PubChem
Ins promoter up: MIN6 insulin promoter up-regulation. MIN6 insulin promoter-GFP reporter, high-content imaging; stronger effect = higher value. z-score at 5 µM. actives 0.3% (n = 190,000). AID 1625;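 active = z-score above 3 at 5 µM with at least 500 cells counted in the well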
HEK293 NOD2/NF-kB: inhibition of NOD2-driven NF-kB reporter – cell-based, luminescence, uHTS, HEK293 (AID 1566). HEK293 NOD2/NF-kB luciferase reporter, luminescence; higher % means a stronger effect. actives 0.63% (n = 290,000). inhibition, % at 4 µM, or EC50 in µM where a hit was titrated; in the data active = inhibition above about 50%; also: many of its hits are not listed in these tables
MT stabilizer: stabilizes microtubules in HeLa cells; HeLa tubulin immunostaining HCS, 24 h; share of cells brighter than vehicle mean+2SD; % tubulin-high responders, % at 10 µM; actives 0.83% (n = 200,000); AID 2205;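 active = plate Z-score above 3 for both tubulin-high and condensed-nucleus cell shares, with cell loss under 80%, at 10 µM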;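 also: anti alpha tubulin signal scored within the nucleus-defined area of each cell; some results filed as inactive read as strong as hits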
Yfh1-off respiration: enhancers of respiration in Yfh1-depleted yeast, dose response, Friedreich's ataxia, plus single-dose screen (AID 1465). actives 0.074% (n = 220,000). fold induction at 50 µM; hits with a dose series show EC50 in µM. S. cerevisiae Yfh1-off respiration, WST-1 reduction, 72 h; higher fold induction means a stronger effect;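 active = fold induction of absorbance versus untreated yeast above a set limit, then at least 30% activation at any dose in follow-up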;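 also: activators that raise dye reduction in frataxin-depleted yeast; strong numbers were not always called active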
M17LAP inhibition: P. falciparum M17LAP inhibitors, primary screen, biochemical, fluorogenic H-Leu-NHMec substrate, 1536-well (AID 1619). recombinant M17LAP, H-Leu-NHMec fluorogenic kinetic assay; higher % means a stronger effect. actives 0.38% (n = 220,000). inhibition, % at 30 µM, or IC50 in µM where a hit was titrated;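 active = compound inhibiting the enzyme by more than half at any dose during confirmatory dose-response retesting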;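 also: plate controls were full reaction with DMSO carrier for no effect and no enzyme background for full effect; strong numbers were not always called active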
Dynein transport: blocks dynein driven cargo transport along microtubules; z-score, hits read low; actives 0.47% (n = 220,000); AID 1381; 3617.4 mouse cells, GR-EGFP nuclear translocation imaging; test concentration mostly 20 µM; stimulated with dexamethasone, 1 µM; stronger effect = lower value;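 active = plate z-score of nuclear minus cytoplasmic receptor signal below a set negative limit, without overly bright fluorescence or cell loss, cut at about -3.5 in these data, passing the limit was not always enough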;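 also: z-score of nuclear minus cytoplasmic ring GR-EGFP intensity difference per well; some compounds called inactive have numbers as strong as hits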
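Also added: dexamethasone, 1.0 µM final. Medium: tet-free, stripped-serum medium. Detection: fixed, Hoechst-stained cells imaged at 10x for EGFP. Read-out: nuclear-to-cytoplasmic GR-EGFP distribution per well. Times: induction 48 h, compound 1 h, agonist 30 min.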
bCat nuc transl: beta-catenin nuclear translocation modulation; HeLa beta-catenin nuclear translocation, immunofluorescence imaging; actives 0.3% (n = 190,000); nuclear translocation activity, % at 5 µM;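 active = nuclear translocation activity above 50% at 5 µM, with a well cell count of 50 or more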;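 also: per-cell ratio of nuclear to cytoplasmic median beta-catenin stain intensity; plate controls were DMSO negative control for no effect and GSK-3 inhibitor IX positive control for full effect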
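Read-out: Nuclear/cytoplasmic beta-catenin signal ratio, % activation | Assay system: Human HeLa cell line | Times: 24 h compound exposure at 37°C, 5% CO2 | Signal: Fluorescence imaging of beta-catenin antibody stain plus DAPI | Dosing: 5 µM primary, 0.02–20 µM confirmation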
Autophagy HCS: modulators of autophagy; actives 0.98% (n = 190,000); calls only at 10 µM (by protocol); MEF GFP-LC3 puncta imaging; test concentration mostly 10 µM;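 active = percentage of spot-positive cells more than 3 SD above its plate mean, without a fluorescence outlier flag or 80% toxicity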;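 also: spot-positive cell cutoff set from DMSO-treated cells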
NOD1 inhibition: NOD1 signaling inhibitors, primary screen, cell-based, luminescence, uHTS (AID 1578). NOD1-driven NF-kB luciferase reporter cells, luminescence; higher % means a stronger effect. inhibition, % at 4 µM, or EC50 in µM where a hit was titrated. actives 1% (n = 290,000); in the data active = inhibition mostly above about 36%, no sharp cut-off; inactive = mostly below about 34%;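 also: HEK-293T reporter cells stimulated with the NOD1 agonist gamma-tri-DAP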
Dynein transport cytoplasmic EGFP: also measured in Dynein transport; calls as there; z-score; measured here: cytoplasmic GR-EGFP intensity; stronger effect = higher value
Dynein transport nuclear GR-EGFP: second read-out of Dynein transport, no call of its own (marks repeat the call); z-score; measured here: nuclear GR-EGFP intensity;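 lower value marks the stronger effect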
Dynein transport cell count: second read-out of Dynein transport, no call of its own (marks repeat the call); z-score; measured here: cell count per field
Ins promoter up cell count: second read-out of Ins promoter up, no call of its own (marks repeat the call); cell count; measured here: cytotoxicity, nuclei count;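 total cells summed across four imaged fields per well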
bCat nuc transl cell count 5 µM: second read-out of bCat nuc transl, no call of its own (marks repeat the call); cell count; measured here: cell count, cytotoxicity flag
MT stabilizer Hoechst-high %: also measured in MT stabilizer; calls as there; % Hoechst-high responders; measured here: nuclear condensation Hoechst responders;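 share of cells brighter than vehicle mean plus two SD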
MT stabilizer cytotoxicity %: recorded beside MT stabilizer, whose call it bears; toxicity, %; measured here: cytotoxicity by cell density;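 0% = mean cell density of plate MIN control wells and 100% = no cells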
Autophagy HCS cell loss 18 h: also measured in Autophagy HCS; calls as there; toxicity, %; measured here: cell loss, nuclei count;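 cell loss after 18 h compound exposure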
* = called active by the depositor; i = inactive; . = no result given. A portion of the library. The share of hits here may be higher or lower than overall.

SMILES	Ins promoter up	Ins promoter up cell count	HEK293 NOD2/NF-kB	MT stabilizer	MT stabilizer Hoechst-high %	MT stabilizer cytotoxicity %	Yfh1-off respiration	M17LAP inhibition	Dynein transport	Dynein transport cytoplasmic EGFP	Dynein transport nuclear GR-EGFP	Dynein transport cell count	bCat nuc transl	bCat nuc transl cell count 5 µM	Autophagy HCS	Autophagy HCS cell loss 18 h	NOD1 inhibition
COc1ccc(Br)cc1CNC(=O)CCN1C(=O)COc2ccccc21	0.35	1206	-4%	1.9	2.5	5.7	i	2%	0.027	-0.3	0.59	-0.25	.	.	i	-2	-16%
CC(NC(=O)COC(=O)c1ccccc1Nc1ccccc1)c1ccccc1 (stereo not given)	-1	1452	-12%	4.5	2.3	6.4	i	2%	-0.13	-0.21	-0.14	-0.055	0.4	1123	i	5	-40%
Cn1cc(CNCc2cnc3ccccn23)c(-c2ccc(Oc3ccccc3)cc2)n1	-0.89	1397	7%	2.2	1.4	3.1	i	2%	-0.88	-0.19	-0.66	0.23	3.6	945	i	2	6%
CC1CCC2(CC1)NC(=O)N(CC(=O)Nc1cccc(S(=O)(=O)N3CCOCC3)c1)C2=O (stereo not given)	0.23	1429	-3%	.	.	.	i	6%	-0.96	-0.25	-0.52	0.2	-4.7	1317	.	.	-11%
Cc1c(-c2ccccc2)oc2c(C(=O)OCC(=O)Nc3ccc(F)cc3)cccc2c1=O	.	.	21%	4.6	2.1	6.5	i	22%	1.1	-0.23	0.23	-0.52	0.2	941	i	-3	35%
COc1ccc2c(c1)[nH]c1c(=O)n(/N=C/c3ccc(OC)c(CN4CCCC4)c3)cnc12	0.03	1097	10%	.	.	.	i	14%	-0.031	-0.23	-0.058	0.15	1.8	1256	.	.	-16%
CCCS(=O)(=O)N1CCC(C(=O)NCCC(C)C)CC1	.	.	-8%	4.4	2.6	5.9	i	4%	0.026	-0.34	0.46	-0.41	-0.5	1122	i	-6	-5%
O=C(CCN1C(=O)c2ccccc2C1=O)Nc1ccc(F)cc1F	-0.03	1274	10%	4.4	1.9	6.4	i	7%	-0.8	-0.22	-0.13	0.76	-5.6	1019	i	-6	-2%
COc1ccccc1C(=O)Nc1c(C)n(C)n(-c2ccccc2)c1=O	-0.23	813	-2%	5.4	2.1	4.8	i	18%	-0.74	-0.34	-0.21	0.56	-1.5	733	i	-4	6%
CCCCNC(=O)c1c[nH]c2ccc(S(=O)(=O)N3CCOCC3)cc2c1=O	-0.45	1173	6%	4.7	3.1	4.4	i	-1%	-0.29	-0.33	0.15	-0.23	-1.5	1040	i	-7	-37%
Cn1ccc(C(=O)N2CCCc3ccccc32)n1	0.18	1489	18%	2.4	1.0	6.8	i	-8%	-0.49	-0.2	0.21	0.55	-0.6	1371	i	-31	1%
COC(=O)C1=C(C)N(c2cc(C)cc(C)c2)/C(=C/c2ccc(O)cc2)C1=O	0.19	1152	-16%	4.5	1.7	4.7	i	-6%	-1.8	0.17	-1	0.49	3.8	1062	i	9	2%
COCC1CCCCN1Cc1cn[nH]c1-c1ccc(OC)cc1OC (stereo not given)	-0.28	1437	18%	1.4	2.6	6.0	i	.	-0.61	-0.26	0.14	0.41	-1.6	1073	i	1	-3%
CC1(C)Cc2ccccc2-c2c1c(=O)n(Cc1ccccc1)c1nnnn21	-0.14	810	16%	1.8	1.9	8.1	i	-8%	1.6	-0.31	0.76	0.4	-1.8	1331	i	0	-19%
Oc1ccccc1/C=N/Nc1ccnc(SCc2ccccc2)n1	0.01	782	5%	4.8	2.9	4.5	i	5%	3	-0.23	1.1	-1.5	-0.5	811	i	17	27%

Taken from the entries so far for reference:
SMILES	Ins promoter up	Ins promoter up cell count	HEK293 NOD2/NF-kB	MT stabilizer	MT stabilizer Hoechst-high %	MT stabilizer cytotoxicity %	Yfh1-off respiration	M17LAP inhibition	Dynein transport	Dynein transport cytoplasmic EGFP	Dynein transport nuclear GR-EGFP	Dynein transport cell count	bCat nuc transl	bCat nuc transl cell count 5 µM	Autophagy HCS	Autophagy HCS cell loss 18 h	NOD1 inhibition
COc1ccc(Br)cc1CNC(=O)CCN1C(=O)COc2ccccc21	0.35	1206	-4%	1.9	2.5	5.7	i	2%	0.027	-0.3	0.59	-0.25	.	.	i	-2	-16%
CC(NC(=O)COC(=O)c1ccccc1Nc1ccccc1)c1ccccc1 (stereo not given)	-1	1452	-12%	4.5	2.3	6.4	i	2%	-0.13	-0.21	-0.14	-0.055	0.4	1123	i	5	-40%

Remaining list, next part.
SMILES	Ins promoter up	Ins promoter up cell count	HEK293 NOD2/NF-kB	MT stabilizer	MT stabilizer Hoechst-high %	MT stabilizer cytotoxicity %	Yfh1-off respiration	M17LAP inhibition	Dynein transport	Dynein transport cytoplasmic EGFP	Dynein transport nuclear GR-EGFP	Dynein transport cell count	bCat nuc transl	bCat nuc transl cell count 5 µM	Autophagy HCS	Autophagy HCS cell loss 18 h	NOD1 inhibition
Cc1ccc(C2=Nc3ccccc3N=C(c3ccco3)C2)c(O)c1	-0.24	1513	0%	1.0	5.0	11	i	-2%	i	.	.	-4.5	-1.7	1337	i	-1	27%
CCOC(=O)/C(=C\Nc1ccccc1C(F)(F)F)Sc1ncc(C(F)(F)F)cc1Cl	0.67	920	1%	2.1	2.2	7.9	i	-12%	0.16	-0.2	-0.036	0.15	-1.4	1033	i	5	-101%
O=C(Cc1ccc(Br)cc1)Nc1nc2ccccc2[nH]1	0.83	1359	3%	.	.	.	i	5%	-0.24	-0.24	-0.36	0.43	4.8	1232	.	.	-1%
CCOc1cc(NC(=S)NCCCN2CCOCC2)c(OCC)cc1NC(=O)c1ccccc1C	0.2	1326	24%	2.1	1.5	5.2	i	1%	-1	-0.13	-0.32	0.73	0.1	1482	i	26	-19%
Cc1ccc(N(C(=O)Cn2nnc(-c3ccc(F)cc3)n2)C(CC(C)C)C(=O)NCC2CCCO2)cc1 (stereo not given)	.	.	0%	1.3	0.9	3.0	i	-6%	0.94	-0.19	-0.13	-0.47	.	.	i	35	0%
CC1Cc2cc(/C(O)=C3\C(=O)C(=O)N(CCN4CCOCC4)C3c3ccccc3F)ccc2O1 (stereo not given)	-0.62	1585	-1%	1.6	1.7	5.3	i	20%	-0.78	-0.23	-0.23	0.99	-1.7	940	i	-8	-8%
Cc1cc(NC(=S)Nc2cccc3ccccc23)n[nH]1	-0.67	1515	-18%	2.4	1.4	1.0	i	0%	-0.88	-0.032	-0.26	0.35	0.7	1036	i	12	-29%
Cc1cc(O)ccc1C1(c2ccc(O)cc2C)OC(=O)c2ccccc21	.	.	-3%	4.0	2.0	6.7	i	21%	-1.1	0.14	-0.89	-3.8	5.9	140	i	4	-22%
C(=C\CSc1nnnn1-c1ccccc1)/CSc1nnnn1-c1ccccc1	-0.46	1367	2%	6.0	4.0	7.1	i	10%	-0.018	-0.29	0.36	-0.6	-0.2	1393	i	-1	-6%
NC(=O)C1=C[C@H](c2csc3ccccc23)C[C@H](OCc2ccc(CO)cc2)O1	-0.56	1322	-34%	1.6	0.8	2.8	i	-2%	0.96	-0.28	1	-0.1	1.6	1064	i	3	-13%
Cc1ccc(NC(=O)c2c(Cl)nc3ccccn23)cc1	-0.58	1253	-53%	3.0	2.6	2.9	i	-2%	-0.51	-0.33	0.051	-0.15	-3.2	1096	i	-2	-69%
COc1ccc(NC2=CC(=O)CC(c3ccccc3)C2)c(OC)c1 (stereo not given)	-0.79	1386	-49%	32*	36*	67*	i	10%	-1.2	-0.21	-0.67	1.2	82*	509*	i	32	12%
Cc1nc2nc(CC(=O)O)[nH]n2c(=O)c1[N+](=O)[O-]	0.84	1151	14%	.	.	.	i	20%	0.12	-0.12	0.46	-0.077	0.9	1292	.	.	-2%
CCc1ccccc1S(=O)(=O)Cc1ccc(C(=O)NCc2ccc3c(c2)OCO3)o1	0.84	1037	-5%	2.4	2.6	7.9	i	-2%	-0.89	-0.22	-0.52	0.42	.	.	i	12	-2%
COCCN(Cc1cc2cc(C)ccc2nc1Cl)C(=O)Nc1ccccc1C	0.68	1587	8%	2.6	2.6	18	i	-5%	1.5	-0.36	1.2	-1.2	-1.3	996	i	70	-2%
CCOC(=O)N1CCC(c2nc(C)sc2C(=O)O)CC1	1.3	1433	11%	4.6	2.9	11	i	14%	-0.41	-0.21	0.2	0.2	-2.6	843	i	8	-16%
CN(Cc1ccccc1)c1ccc(N2C(=O)CCC2=O)cc1[N+](=O)[O-]	-0.3	1233	0%	2.0	3.0	3.1	i	16%	-0.6	-0.31	-0.25	0.65	0.9	1094	i	3	-24%
CCC(C(=O)OCC(=O)Nc1ccc(C(=O)Nc2ccc(OC)cc2)cc1)c1ccccc1 (stereo not given)	.	.	-2%	2.5	2.6	10.0	i	-7%	-0.53	-0.27	0.42	0.42	-0.9	974	i	-2	-18%
O=C(CNc1cc(S(=O)(=O)N2CCCC2)ccc1OCC(F)(F)F)Nc1cc(Cl)cc(Cl)c1	0.29	1606	14%	5.0	2.6	7.1	i	0%	-0.24	-0.3	0.16	0.59	3.7	863	i	-9	-9%
OCCC1CN(Cc2cccc3c2OCO3)CCN1C1CCCC1 (stereo not given)	.	.	-19%	1.9	2.5	5.0	i	-1%	0.93	-0.21	0.31	-0.69	0.3	1571	i	-9	28%
O=C(Nc1nnc(-c2cccs2)o1)c1ccco1	-0.58	926	4%	3.4	2.4	9.9	i	28%	1.2	-0.17	0.87	-0.34	.	.	i	-4	-15%
Cc1ccc(S(=O)(=O)NCC(=O)N(CC(=O)NC(C)(C)C)Cc2cccs2)cc1	-0.81	786	-10%	2.6	2.0	6.7	i	5%	-0.53	-0.17	-0.37	1.4	-5.9	1107	i	0	0%
O=C(Nc1ccc(F)cc1F)N1CCCN(CCOc2ccccc2)CC1	0.69	1064	5%	.	.	.	i	4%	-0.47	-0.26	0.17	1	0.1	1353	.	.	-7%
